# Screening results deposited in PubChem BioAssay by several laboratories.
# COUP-TFII inh – inhibitors of human COUP-TFII (NR2F2). P24468. HEK293T NGFI-A luciferase reporter, luminescence. inhibition, % at 8.6 µM. actives 0.7% (n = 370,000). AID 686940;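 active = inhibition above a per-plate cutoff, mean inhibition of test wells between control levels plus 3 SD, cut at about 38% in these data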;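 note: cells cotransfected with COUP-TFII expression vector driving the NGFI-A reporter; 0% = median of COUP-TF2 test wells and 100% = reporter-only cells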
# Target sequence (P24468 whole entry, looked up): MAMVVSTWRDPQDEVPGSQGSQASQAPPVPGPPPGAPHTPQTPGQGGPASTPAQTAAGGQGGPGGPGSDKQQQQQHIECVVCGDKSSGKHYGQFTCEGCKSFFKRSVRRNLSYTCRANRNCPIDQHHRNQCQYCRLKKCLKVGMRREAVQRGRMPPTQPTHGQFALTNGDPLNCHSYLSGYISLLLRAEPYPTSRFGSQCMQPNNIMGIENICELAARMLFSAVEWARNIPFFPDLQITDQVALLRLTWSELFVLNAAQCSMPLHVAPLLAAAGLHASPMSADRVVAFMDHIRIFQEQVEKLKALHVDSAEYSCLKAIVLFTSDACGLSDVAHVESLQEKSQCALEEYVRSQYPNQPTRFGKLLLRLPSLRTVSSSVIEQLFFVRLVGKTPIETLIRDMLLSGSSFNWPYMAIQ
# NOD2-RIPK2 inh – inhibitors of human NOD2-RIPK2 interaction; O43353; CHO BLA complementation NOD2-RIPK2, CCF4 ratio; inhibition, % at 4.98 µM; actives 0.38% (n = 360,000); AID 624267; in the data active = inhibition above about 21%;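 note: 0% = vehicle only and 100% = reference blocker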
# Exocytosis inh – lytic granule exocytosis inhibition | AID 651702 | TALL-104 LAMP-1 surface exposure, flow cytometry; cells stimulated with thapsigargin and PMA | inhibition, % at 10 µM | actives 0.66% (n = 360,000);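 active = inhibition above about 55%, limit read from the data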
# TWEAK-Fn14 inh – inhibitors of TWEAK-Fn14 interaction signaling; TWEAK-stimulated Fn14 reporter cells, luciferase luminescence, 8 h; inhibition, % at 10 µM; actives 2% (n = 360,000); AID 1159606; in the data active = inhibition above about 50%
# TLR9-MyD88 inh – inhibitors of human TLR9-MyD88 binding | Q9NR96+Q99836 | CHO BLA complementation TLR9-MyD88, CCF4 FRET ratio | inhibition, % at 4.98 µM | actives 0.21% (n = 340,000) | AID 504734;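 active = inhibition above the mean over all tested compounds plus 3 SD, cut at about 21% in these data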;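 note: 0% = DMSO only wells and 100% = clavulanate BLA inhibitor control wells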
# SRC1 inh – inhibits human SRC1 coactivator; HEK293 GAL4-SRC1 luciferase reporter, luminescence; inhibition, % at 3.6 µM; Q15788; actives 0.12% (n = 360,000);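 active = inhibition above the campaign mean plus 3 SD, with each screening campaign given its own cutoff, cut at about 60% in these data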;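 note: 0% = DMSO treated cells and 100% = gossypol at 36 µM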
# NCOA3 inh – inhibitors of human steroid receptor coactivator 3 (SRC3); inhibition, % at 3.6 µM; HEK293 GAL4-SRC3 luciferase reporter, luminescence; actives 0.17% (n = 360,000); Q9Y6Q9;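 active = inhibition above a per-campaign cutoff, the mean of all compounds plus 3 SD, cut at about 60% in these data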;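 note: 0% = DMSO-treated cells and 100% = gossypol-treated cells at 36 µM; higher means less SRC3-driven luciferase light from the GAL4 reporter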
# LRH-1 inv ag – suppresses constitutive activity of human LRH-1. HEK293T StAR-luciferase reporter, LRH-1 transfected, 24 h. AID 602396. inhibition, % at 3.6 µM. O00482. actives 0.13% (n = 360,000);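 active = inhibition above the mean inhibition of all tested compounds plus 3 SD, cut at about 73% in these data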;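 note: 0% = DMSO wells and 100% = reporter-only cells lacking LRH-1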
# Target sequence (O00482 whole entry, looked up): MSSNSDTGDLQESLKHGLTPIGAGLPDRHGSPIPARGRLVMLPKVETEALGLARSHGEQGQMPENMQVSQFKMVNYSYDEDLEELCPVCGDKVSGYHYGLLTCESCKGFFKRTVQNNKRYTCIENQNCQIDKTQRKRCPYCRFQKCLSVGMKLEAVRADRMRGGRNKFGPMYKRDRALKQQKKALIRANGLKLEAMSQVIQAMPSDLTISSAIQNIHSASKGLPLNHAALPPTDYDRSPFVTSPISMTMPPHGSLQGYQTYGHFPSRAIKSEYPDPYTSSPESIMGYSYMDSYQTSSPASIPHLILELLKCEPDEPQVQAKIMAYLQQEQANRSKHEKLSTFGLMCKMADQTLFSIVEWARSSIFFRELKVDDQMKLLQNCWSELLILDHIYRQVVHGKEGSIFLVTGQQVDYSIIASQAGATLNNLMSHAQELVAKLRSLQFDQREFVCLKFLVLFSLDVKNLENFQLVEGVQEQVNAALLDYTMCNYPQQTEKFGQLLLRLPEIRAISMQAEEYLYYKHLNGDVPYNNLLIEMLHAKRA
# TROY signal inh – TROY signaling inhibition. Q293 LMP1-TROYcd NF-kB luciferase reporter, 4 h. actives 0.98% (n = 360,000). AID 1347056. inhibition, % at 10 µM;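 active = compounds whose plate-normalised and pattern-corrected inhibition of the luciferase reporter signal at the single screening dose is 50% or more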
# SRC2 inh – inhibits human steroid receptor coactivator 2 | HEK293 GAL4-SRC2 luciferase reporter, luminescence | AID 651957 | actives 0.17% (n = 370,000) | Q15596 | inhibition, % at 9 µM;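 active = inhibition above the mean inhibition of all tested compounds plus 3 SD, set per campaign, cut at about 52% in these data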;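 note: 0% = DMSO treated cells and 100% = cells given Gossypol at 36 µM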
# ABHD5 PLIN5 PPI – inhibitors of human ABHD5-perilipin-5 interaction; Q00G26+Q8WTS1; Split G. princeps luciferase complementation, luminescence, 4 h; inhibition, % at 4 µM; actives 0.78% (n = 360,000); AID 602281;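 active = inhibition above the mean inhibition across every tested compound plus 3 SD, cut at about 22% in these data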;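 note: 0% = DMSO only wells and the 100% control is not disclosed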
# Active calls of the source: *; nt = no result given.
SMILES	COUP-TFII inh	NOD2-RIPK2 inh	Exocytosis inh	TWEAK-Fn14 inh	TLR9-MyD88 inh	SRC1 inh	NCOA3 inh	LRH-1 inv ag	TROY signal inh	SRC2 inh	ABHD5 PLIN5 PPI
CC1=NNC(=O)C1CCC(=O)N/N=C/c1ccc(Cl)cc1 (stereo not given)	-15	-3	25	-3	4	4	1	-11	6	-21	0
CC(Oc1ccc2c(-c3ccccc3)cc(=O)oc2c1)C(=O)NCc1ccccn1 (stereo not given)	-2	-2	-3	-18	-5	10	8	26	5	-18	0
COc1ccc(CNC(=O)CN2C(=O)COc3ccc(S(=O)(=O)N4CCCC4)cc32)cc1	10	-8	-4	8	-12	-9	5	-12	-12	-3	-5
Cc1cc2oc(=O)cc(CN(C)Cc3ccccc3)c2cc1C(C)C	13	-16	69*	-24	-1	-7	-1	-2	-12	-26	-6
CC(OC(=O)CN1C(=O)NC2(CCCC2)C1=O)C(=O)c1ccccc1 (stereo not given)	1	7	-4	-9	-3	-2	11	-7	-2	-17	14
CCCOc1ccc(C2=CC(=O)C[C@H](c3ccc(OC)cc3)C2)cc1	-5	-6	0	-65	-7	-11	-10	-19	-65	-47	-11
Cc1c(Cl)cccc1N(CC(=O)N1CCCCCC1)S(C)(=O)=O	5	-4	-2	-7	-6	-5	-2	8	12	-4	6
O=CNCCCc1nc2ccccc2n1CCc1ccccc1	-6	-3	-6	1	-6	17	-10	1	4	-33	-7
O=C(O)CCc1[nH]c2ccccc2c1Sc1ccccc1	0	-6	3	-1	8	0	11	8	11	-9	-1
COc1ccc(OC)c(C(c2nnnn2C2CCCC2)N2CCN(c3ccccc3)CC2)c1 (stereo not given)	-7	-1	-18	-7	6	-5	14	30	-6	3	-4
C=CCN1C(=O)C(CC(=O)O)SC1=Nc1c(C)n(C)n(-c2ccccc2)c1=O (stereo not given)	-13	-6	-4	-10	-10	-9	3	-2	-9	-12	4
O=C(COc1ccccc1/C=C1\SC(=O)NC1=O)Nc1ccccc1	10	-5	-4	10	-1	0	-32	5	10	-15	1
O=C(O)Cn1cnc2scc(-c3ccccc3)c2c1=O	4	5	-4	7	-11	2	8	2	13	-22	-1
CCc1c(C)nc(N)nc1Cl	-3	3	-2	-6	0	-38	26	6	-3	3	-3
CCC(Sc1nc(N)c(NC(=O)c2ccc(OC)c(OC)c2)c(=O)[nH]1)C(=O)OC (stereo not given)	0	-6	8	13	2	-4	-14	-15	-9	-20	-6
O=C(NCCCNC(=O)c1cnccn1)c1ccc(Cl)c(Cl)c1	18	-3	-6	4	3	15	-1	-5	4	-28	-4
Nc1ncnc2c1ncn2[C@@H]1O[C@H](C(=O)N2CCC(F)(F)CC2)[C@@H](O)[C@H]1O	-5	-12	0	0	nt	11	-12	6	-4	-1	-7
N#Cc1ccc2c(c1)nnn2-c1ccccc1	-18	-15	2	-29	nt	2	-12	3	-12	-26	2
S=C(NCCc1ccccn1)Nc1ccccc1	8	-3	0	0	0	-20	-11	-20	-28	-30	-3
Cc1ccc(S(=O)(=O)N2CCC(NC(=O)C3CCCCC3)CC2)cc1	8	-50	12	5	0	-7	-20	-4	-2	0	0
Cc1ncc(CO)c2cc(-c3nnc(Nc4ccc5c(c4)OCO5)s3)c(=O)oc12	3	-8	6	1	3	20	10	10	-9	13	1
CCOC(=O)C(CO)NC(=O)C1(NC(C)=O)CCCC1 (stereo not given)	-13	-18	-5	19	-5	-10	-13	8	5	-21	7
COc1ccc(C2c3c(-c4ccccc4)n[nH]c3C(=O)N2c2ccc(C(=O)O)cc2)cc1 (stereo not given)	-6	-14	0	17	5	-14	-1	-3	11	1	2
Cc1cccn2c(=O)c3cc(C(=O)NCc4cccnc4)c(=N)n(C(C)C)c3nc12	-18	-22	-3	-31	-22	13	-8	10	-27	-11	15
COC(=O)c1ccc(CSc2ccc3nnc(-c4ccc(OC)c(OC)c4)n3n2)o1	12	-1	-6	-21	-8	1	7	2	1	-33	0
O=[N+]([O-])c1cc(S(=O)(=O)N2CCCC2)ccc1OCCOc1ccccc1	-10	-1	3	-14	-9	-44	-4	-7	1	5	-6
CCCCN(CC)C(=O)c1cc2c(=O)n3cccc(C)c3nc2s1	-22	-14	-7	-2	-3	-21	-14	-6	-4	-9	12
N#CC(C#N)=C1C=CC=CN1/C(=C\c1ccccc1Cl)C(=O)c1ccccc1	-1	-3	68*	20	15	-10	26	23	-5	7	19
CN(C)CCN(C(=O)c1ccc2ccccc2c1)c1nc2cc3c(cc2s1)OCCO3	-24	-2	1	-48	1	-47	-13	-58	-29	-42	4
COc1ccc(NC(=O)CN(C)S(=O)(=O)c2cccc3nsnc23)cc1	-11	-1	3	12	3	6	17	0	12	16	-1
CN(C)CCNc1ncnc2c1ncn2[C@H]1CN(Cc2ccccc2)C[C@@H](CO)O1	8	-1	15	-2	nt	-1	-22	-23	-1	16	-3
O=C(N/N=C1\CCCc2ccccc21)c1ccccc1Cl	-1	-12	2	-12	14	-48	-19	-24	-28	-62	-1
Nc1c(C(=O)c2ccc(Cl)cc2)oc2ccccc12	-22	2	2	-26	-1	-38	-39	-6	-44	-9	1
C[C@]12C(=O)N(c3ccc(C(F)(F)F)cc3)C(=O)N1[C@H]1c3ccccc3OC[C@@H]1[C@H]2c1ccccc1	14	-22	9	-46	-16	-10	-11	-7	-2	19	-7
C/C(=N\N)c1c(-c2ccccc2)c2cc(Br)ccc2[nH]c1=O	nt	0	-2	10	-6	-4	-2	0	5	nt	-5
CC1Cc2ccccc2N1CC(=O)NC(=O)NCc1ccco1 (stereo not given)	-9	-2	-3	13	-3	-18	-10	3	1	7	13
COC(=O)c1ccc(COc2ccccc2/C=N/NS(=O)(=O)c2ccccc2)cc1	-2	0	-5	11	-2	-13	-2	7	1	-21	-10
Cc1cc2nc(-c3ccc(=O)[nH]c3)n(Cc3ccccc3)c2cc1C	-45	5	-2	-20	-3	-18	-11	16	-6	-38	-21
O=[N+]([O-])c1ccc(COc2cccc(CNc3ccc(Br)cc3)c2)cc1	-7	-7	3	7	-3	-39	13	44	-5	2	1
O=C(/C=C/c1ccccc1)N/C(=C/c1ccccc1)C(=O)Nc1ccc(C(=O)O)cc1	10	9	0	-4	1	0	4	11	-18	-1	-2
COc1ccc(NC(=O)N2CCc3ccccc3C2)cc1OC	-12	-1	1	-19	-5	-31	-18	-42	-9	-20	0
COc1ccc(COC(=O)C2=C(C)NC(=O)NC2c2cc(OC)ccc2OC)cc1 (stereo not given)	0	-2	4	-1	3	7	-25	8	0	7	2
O=C(NC1=NCCS1)c1ccc(Cl)c(Cl)c1	-44	3	-10	14	0	-113	-89	-108	-14	-23	1
CC(C)(C)Nc1nc(-c2ccccn2)nc2ccccc12	23	2	8	8	0	8	61	85*	20	18	-15
CCCCC1CC(/C(C)=N/NC(N)=O)OC1=O (stereo not given)	-15	-5	1	10	-7	-4	7	-1	14	-59	3
COC(=O)Cc1c(C)c2ccc(OC(C)C)cc2oc1=O	3	-3	-4	-22	3	-68	-52	-102	-35	-22	-1
Cc1ccc(C)c(Cn2nnc3c(=O)[nH]c(C4CCCN(C(=O)C5CCC5)C4)nc32)c1 (stereo not given)	21	-4	0	-2	5	10	20	16	3	6	1
COc1ccc(S(=O)(=O)NC2CCCCCC2)c(OC)c1	-8	3	0	-1	0	-8	19	-11	5	2	-11
Cc1cc(C(F)F)n2nc(C(=O)NCc3ccccc3F)nc2n1	19	-3	0	4	3	8	-10	0	17	-17	-5
COc1ccccc1C=C1SC(=S)NC1=O	17	-1	-6	-1	16	-24	-5	-2	-5	11	10

# Arranged by number of heavy atoms (lowest first): part of the list above
SMILES	COUP-TFII inh	NOD2-RIPK2 inh	Exocytosis inh	TWEAK-Fn14 inh	TLR9-MyD88 inh	SRC1 inh	NCOA3 inh	LRH-1 inv ag	TROY signal inh	SRC2 inh	ABHD5 PLIN5 PPI
CCCCC1CC(/C(C)=N/NC(N)=O)OC1=O (stereo not given)	-15	-5	1	10	-7	-4	7	-1	14	-59	3
Nc1c(C(=O)c2ccc(Cl)cc2)oc2ccccc12	-22	2	2	-26	-1	-38	-39	-6	-44	-9	1
CC(OC(=O)CN1C(=O)NC2(CCCC2)C1=O)C(=O)c1ccccc1 (stereo not given)	1	7	-4	-9	-3	-2	11	-7	-2	-17	14

# Other results
SMILES	COUP-TFII inh	NOD2-RIPK2 inh	Exocytosis inh	TWEAK-Fn14 inh	TLR9-MyD88 inh	SRC1 inh	NCOA3 inh	LRH-1 inv ag	TROY signal inh	SRC2 inh	ABHD5 PLIN5 PPI
COc1nc(-c2ccccc2)ccc1-c1noc(-c2ccccc2)n1	2	7	-1	-39	-9	-69	-25	-37	-42	-18	-5
Cc1ccccc1OCCC(=O)Nc1cc(S(=O)(=O)N2CCCCC2)ccc1N1CCN(C)CC1	-2	9	-2	13	14	-2	4	1	7	0	14
O=C(N=C1SCC(=O)N1c1ccccc1Cl)c1ccco1	-38	-2	5	-22	-4	-68	-52	-81	-19	-55	-5
O=C(O)CN1C(=O)C(=O)N(Cc2ccc(Cl)c(Cl)c2)C1=O	12	-4	39	10	-4	-34	1	-8	7	13	-6
O=C(OCC(=O)N1CCCCC1)c1ccc2c(c1)C(=O)N(Cc1ccco1)C2=O	-25	-11	1	23	5	-2	-27	1	8	10	8
Cc1ccc(S(=O)(=O)N2CCOCC2)cc1C(=O)N1CCN(S(=O)(=O)c2cccs2)CC1	-4	2	10	7	-6	11	9	1	3	-38	-3
COc1ccc(/C=N/Nc2nc(C)cc(=O)[nH]2)cc1OC	4	-16	-9	6	6	-3	-11	-10	-8	19	-1
Fc1ccc(CN2CCN(C(c3ccccc3)c3ccccc3)CC2)cc1	23	-21	52	-8	-6	4	-18	-8	19	7	-9
COc1ccccc1C(=O)Nn1cnc2ccccc2c1=O	-2	0	6	-28	1	-48	-21	-60	-48	-82	-9
O=C(CN1C(=O)NC2(CCc3ccccc32)C1=O)NCC(=O)Nc1ccc(F)cc1 (stereo not given)	2	-2	-3	12	-6	1	35	2	-1	-31	8
O=C(c1ccccc1)N1CCN(C(=S)NCc2ccco2)CC1	10	-2	0	2	1	-24	5	0	10	-16	6
Cc1[nH]c(=S)[nH]c(=O)c1CCCO	-7	2	-2	-5	-10	7	-5	-21	15	-2	6
COCCN(C(=S)Nc1cccc(C)c1C)C(C)c1ccco1 (stereo not given)	-3	-5	-2	-24	1	-2	11	12	-30	4	1
CC1CCC(n2c(=S)[nH]c3ccccc3c2=O)CC1 (stereo not given)	1	5	0	14	0	-7	10	13	-4	-11	-4
CCOc1cc(S(=O)(=O)N2CCCCC2)ccc1F	-7	-3	-4	6	2	11	6	-3	5	3	1
COc1ccc(CCCNC(=O)C2(C)Cc3c(-c4ccc5c(c4)OCO5)ccnc3O2)cc1 (stereo not given)	1	7	8	-4	nt	14	-8	2	18	14	9
Cc1ccc(OCCNC(=O)[C@H]2O[C@@H](n3ccc(N)nc3=O)[C@H](O)[C@@H]2O)cc1C	-23	-10	-3	-7	nt	6	2	13	-11	-11	4
COc1ccc(N(C)S(=O)(=O)c2cccc(C(=O)OCC(=O)N(C)c3ccccc3)c2)cc1	20	9	-36	15	1	-7	1	-8	21	-25	-6

# An excerpt; count on the stated rates, not on these rows.
